From PubChem
D1 antagonist: Antagonist of Human D 1 Dopamine Receptor: qHTS; D(1A) dopamine receptor (Homo sapiens), P21728; HEK293 TREx D1 cells, calcium flux, dopamine EC80; hits give low values; activity change, negative = inhibition, % at 10 µM; hit rate 3.2% among 360,000; in the data active = activity change below about -30%; note: % is set by controls: 0 for no effect and ±100 for the full control effect
Target sequence (P21728 whole entry, looked up): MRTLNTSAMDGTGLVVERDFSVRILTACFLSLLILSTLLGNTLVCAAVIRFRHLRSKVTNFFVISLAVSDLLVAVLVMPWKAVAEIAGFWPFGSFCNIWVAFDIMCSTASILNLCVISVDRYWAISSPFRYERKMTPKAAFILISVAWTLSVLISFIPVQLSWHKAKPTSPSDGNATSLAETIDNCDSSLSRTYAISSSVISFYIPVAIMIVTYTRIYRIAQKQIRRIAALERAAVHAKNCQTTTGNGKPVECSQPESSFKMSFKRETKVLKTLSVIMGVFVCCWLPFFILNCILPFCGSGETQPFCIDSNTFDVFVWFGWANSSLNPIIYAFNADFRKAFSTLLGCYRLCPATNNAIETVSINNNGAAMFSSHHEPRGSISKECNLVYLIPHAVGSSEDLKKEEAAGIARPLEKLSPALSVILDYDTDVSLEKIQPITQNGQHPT
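Cells carrying a force-coupled, tetracycline-inducible human D1 receptor report calcium flux. Each well gets a 10 s baseline, compound with 180 s monitoring, then an EC80 dopamine stimulus with a second 180 s kinetic read.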
D1 ag: Allosteric Agonists of the Human D1 Dopamine Receptor: qHTS. D(1A) dopamine receptor (Homo sapiens), P21728. HEK293 T-REx D1 cells, calcium flux, agonist mode. activation, % at 2 µM. hit rate 1% among 360,000. AID 504660, 2011; in the data active = activation above about 30%; note: 0% is about no effect
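Inducible HEK293 T-REx D1 cells, force-coupled to calcium signalling, were plated at 4000 cells/well with tetracycline and held overnight at 30 C. After no-wash calcium dye loading, compound-evoked calcium rise over 180 s flagged agonists.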
GRP78 ERSR act: qHTS for Inducers of the Endoplasmic Reticulum Stress Response (ERSR) in Human Glioma: qHTS; U87-MG GRP78 promoter luciferase reporter, 16 h; Potency, µM, for the others: at the top dose activation, most hits filed as activators; hit rate 0.02% among 420,000; note: potency is the fitted concentration of half-maximal effect; series mostly up to about 76 µM; % of control where 0% means no effect; nearly all actives have a fitted effect of over 35% in size
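Stably transfected U87-MG glioma cells carrying a GRP78-based luciferase sensor; 16 h compound incubation. Luminescence end-point read 10 min after Bright-Glo addition at room temperature.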
Vif-APOBEC3G blk: qHTS for Inhibitors of Vif-A3G Interactions: qHTS; DNA dC->dU-editing enzyme APOBEC-3G (Homo sapiens), Q9HC16; Potency, µM (highest dose often 46.1 µM), for the others: top-dose activity, negative = active, actives largely listed as inhibitors; hit rate 0.076% among 410,000; HeLa A3G-eYFP + Vif (tagged APOBEC3G with the HIV-1 protein that degrades it), YFP fluorescence, overnight;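 note: potency is the fitted concentration of half-maximal effect; % is set by controls: 0 for no effect and ±100 for the full control effect; nearly all actives have a fitted effect of over 60% in size; hits raise eYFP signal because A3G escapes Vif-driven loss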
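HeLa cells stably expressing Vif and C-terminally eYFP-tagged A3G, seeded overnight at 37 deg C, then exposed to compound by pintool overnight at 37 deg C. Rise in yellow fluorescence (Ex 488/Em 500-530, Acumen) marks blocked Vif-driven A3G degradation.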
D1 PAM: Potentiators of Human D1 Dopamine Receptor: qHTS; D(1A) dopamine receptor (Homo sapiens), P21728; HEK293 TREx D1 cells, calcium flux, dopamine EC20 potentiation; potentiation, % at 10 µM; hit rate 0.036% among 360,000; AID 504651, 2011; in the data active = potentiation above about 30%; note: 0% is about no effect
Vif-APOBEC3F blk: qHTS for Inhibitors of Vif-A3F Interactions: qHTS; Potency, µM (series often up to 46.1 µM), for the others: top-dose activity, negative = active; HeLa A3F-eYFP + Vif (tagged APOBEC3F with the HIV-1 protein that degrades it), YFP fluorescence increase; hit rate 0.2% among 390,000; note: potency is the fitted concentration of half-maximal effect; % of control where 0% means no effect; nearly all actives have a fitted effect of over 65% in size
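Fluorescence increase (Ex 488/Em 500-530) after overnight compound treatment at 37 deg C flags inhibition of Vif-driven A3F-eYFP loss in stable HeLa A3F-eYFP/Vif cells seeded overnight beforehand.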
D2 potentiator: HTS Assay for Positive Allosteric Modulators of the Human D2 Dopamine Receptor: Primary Screen for Potentiators. hit rate 0.34% among 340,000. potentiation, % at 10 µM. HEK293 T-REx D2, calcium flux, EC20 dopamine potentiation. D(2) dopamine receptor (Homo sapiens), P14416. AID 485347, 2010;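 active = potentiation over 3 SD above the plate norm, cut at about 30% in these data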; note: 0% is about no effect
Target sequence (P14416 whole entry, looked up): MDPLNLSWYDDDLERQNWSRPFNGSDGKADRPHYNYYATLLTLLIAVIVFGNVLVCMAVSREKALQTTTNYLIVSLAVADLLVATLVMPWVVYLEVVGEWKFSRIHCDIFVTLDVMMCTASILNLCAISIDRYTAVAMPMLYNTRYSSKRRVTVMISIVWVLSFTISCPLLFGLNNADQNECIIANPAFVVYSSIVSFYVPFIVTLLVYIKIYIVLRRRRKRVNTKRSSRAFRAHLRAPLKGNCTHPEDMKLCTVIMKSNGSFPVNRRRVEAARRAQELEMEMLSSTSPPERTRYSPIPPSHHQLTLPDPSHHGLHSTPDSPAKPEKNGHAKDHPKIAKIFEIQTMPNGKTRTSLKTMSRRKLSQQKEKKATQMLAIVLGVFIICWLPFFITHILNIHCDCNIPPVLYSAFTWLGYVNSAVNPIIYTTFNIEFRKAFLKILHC
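Calcium flux readout, no-wash dye, 1 read/s. Inducible HEK293 Trex D2 line, overnight 30 C. Compound alone 180 s (agonist flags), then EC20 dopamine, another 180 s to score potentiation.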
RXFP1 antagonist: qHTS Assay for Antagonists of the Relaxin Receptor RXFP1 | Relaxin receptor 1 (Homo sapiens), Q9HBX9 | HEK293-RXFP1, relaxin-stimulated cAMP HTRF, 30 min; hits give low values | activity change, negative = inhibition, % at 57.5 µM | hit rate 0.59% among 350,000;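 active = activity change of -60% or lower, but not beyond a set lower limit; inconclusive = change between -60% and -40%, or beyond the set limit; inactive = change above -40%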; note: % is set by controls: 0 for no effect and ±100 for the full control effect
RXFP1 agonist: qHTS Assay for Agonists of the Relaxin Receptor RXFP1; Relaxin receptor 1 (Homo sapiens), Q9HBX9; hit rate 0.3% among 370,000; Potency, µM (series often up to 57.5 µM), inactives show at the highest dose activation, usual class: activators; HEK293T-RXFP1 cAMP TR-FRET, 30 min; response scale: percent of porcine relaxin response, buffer zero; note: potency is the fitted concentration of half-maximal effect; % is set by controls: 0 for no effect and ±100 for the full control effect; nearly all actives have a fitted effect of over 60% in size; many of its hits are not listed in these tables
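Agonist response is measured as cAMP accumulation in an RXFP1-transfected HEK293T line under PDE4 inhibition. Values are scaled between buffer-only and 29 nM porcine relaxin, and EC50s come from standard Hill equation fits.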
Starred values were filed as active, the others as inactive; ? = inconclusive; nt = not tested or not shown; & = joins results of further samples. Unless noted, calls come from the whole dose curve; as a rule, active = well fitted curve in the direction sought with a large enough effect; inconclusive = small, poorly fitted or top-dose-only effect, or another doubt; inactive = no such curve, though single readings can be large; an effect the other way counts as inactive or inconclusive. Not all compounds are listed, so the mix of outcomes need not match the whole.

SMILES	D1 antagonist	D1 ag	GRP78 ERSR act	Vif-APOBEC3G blk	D1 PAM	Vif-APOBEC3F blk	D2 potentiator	RXFP1 antagonist	RXFP1 agonist
Cc1cc(/C=C(\C#N)C(=O)NCc2cccs2)c(C)n1-c1ccc([N+](=O)[O-])cc1	-56*	4	0%	2%	-11	-3%	-4	19	-1.0%
CC(c1ccccc1)N1C(=O)CC(Sc2ncccc2C(=O)O)C1=O (configuration not stated)	-1	2	-5%	-2%	-7	-2%	-3	6	0.7%
CCN1CCN(c2ccc(NC(=O)c3cc(S(=O)(=O)N4CCCC4)ccc3Cl)cc2)CC1	-42*	3	0%	-1%	-13	-8%	-26	-8	0.6%
O=C(CSc1n[nH]c(Cc2ccccc2)n1)Nc1ccccc1Br	2	6	-2%	-20%	-2	-3%	-31	-9	2.2%
O=C1C2C3c4ccccc4C(c4ccccc43)C2C(=O)N1c1cccnc1 (configuration not stated)	11	1	-4%	0%	-5	0%	-5	-2	-0.6%
COCCNC(=O)C(C)Oc1ccccc1 (configuration not stated)	-7	5	2%	-1%	-4	-3%	3	4	-1.3%
C/C(CCc1ccc2c(c1)OCO2)=N\NC(=O)c1ccc(C)cc1C	9	2	-2%	-4%	-3	-2%	-4	-20	1.6%
COC(=O)c1sccc1NC(=O)c1cc2c(s1)CCCC2	7	5	4%	-4%	7	0%	-1	-3	-1.0%
Cn1c(SCC(=O)Nc2ccccc2F)nc2c([nH]c3ccccc32)c1=O	3	0	0%	-1%	-3	-20%	8	9	11%
COC(=O)C1=NN(c2ccccc2)C2(S1)S/C(=C\c1ccccc1)C(=O)N2c1ccccc1 (configuration not stated)	nt	3	11%	-5%	-1	nt	6	-18	-0.7%
Cc1oc(-c2ccccc2F)nc1CS(=O)(=O)CC(=O)NC(C)CCc1ccccc1 (configuration not stated)	-6	17	-3%	0%	-1	0%	-1	-9	-2.8%
Cc1cc(C(=O)NC2CCC(O)CC2)c(C)o1 (configuration not stated)	nt	nt	-3%	3%	nt	-3%	nt	-2	nt
C=C(C)Cn1c(SCC(=O)Nc2cccc(C)c2)nc2sc3c(c2c1=O)CCCC3	19	3	-2%	-2%	-3	2%	11	-8	-2.0%
COc1ccccc1-n1cnc2c(c1=O)c1nc3ccccc3nc1n2CCc1ccccc1	0	0	-2%	0%	5	12%	-4	-5	2.2%
Cc1ccc(S(=O)(=O)NC(=O)COc2ccccc2C)c(C)c1	6	0	-3%	-6%	1	-6%	4	2	-2.4%
Cc1c(OCC(=O)N2C[C@H]3C[C@@H](C2)c2cccc(=O)n2C3)ccc2c3c(c(=O)oc12)CCCC3	-2	2	1%	1%	-3	5%	-1	nt	-1.4%
CC1CCN(C2=NN3C(=N)/C(=C\c4ccc(OC(=O)c5ccco5)cc4)C(=O)N=C3S2)CC1	5	0	-1%	-3%	-6	-3%	2	-6	1.9%
O=C(O)c1ccc2c(c1)C(=O)N([C@H](Cc1cccc3ccccc13)C(=O)O)C2=O	-25	5	-3%	3%	-5	nt	nt	nt	-0.3%
COc1cc(S(=O)(=O)N2CCN(c3ccc(F)cc3)CC2)ccc1Cl	-16	3	-3%	0%	4	4%	-1	4	1.4%
COc1cccc(CNC(=O)c2ccc(OC)c(S(=O)(=O)NC3CCCC3)c2)c1	2	2	-2%	-7%	-5	2%	4	-3	15%
CCOc1cccc2cc(-c3cn4c(n3)sc3cc(C)ccc34)c(=O)oc12	13	1	-2%	5%	-2	9%	-9	5	0.9%
CN(c1ccccc1)S(=O)(=O)c1cccc(NC(=O)CCN2C(=O)C3CCCCC3C2=O)c1 (configuration not stated)	-4	0	-3%	-1%	-2	-1%	nt	3	0.7%
CC(=O)c1sc(NC(=O)c2ccc(F)c(F)c2)nc1C	nt	1	3%	1%	-3	1%	-7	-10	29%
CC(C)(C)c1cc(CP(=O)(c2ccccc2)c2ccccc2)cc(C(C)(C)C)c1O	7	4	-3%	-8%	4	-30%	1	-25	-3.4%
COc1ccc(-c2[nH]ncc2CN(C)Cc2cccnc2)c(OC)c1	-5	0	-1%	0%	-3	?	-1	16	-0.1%

Nothing new here: an excerpt of the list.
SMILES	D1 antagonist	D1 ag	GRP78 ERSR act	Vif-APOBEC3G blk	D1 PAM	Vif-APOBEC3F blk	D2 potentiator	RXFP1 antagonist	RXFP1 agonist
Cc1oc(-c2ccccc2F)nc1CS(=O)(=O)CC(=O)NC(C)CCc1ccccc1 (configuration not stated)	-6	17	-3%	0%	-1	0%	-1	-9	-2.8%
Cc1cc(C(=O)NC2CCC(O)CC2)c(C)o1 (configuration not stated)	nt	nt	-3%	3%	nt	-3%	nt	-2	nt
C=C(C)Cn1c(SCC(=O)Nc2cccc(C)c2)nc2sc3c(c2c1=O)CCCC3	19	3	-2%	-2%	-3	2%	11	-8	-2.0%
COc1ccccc1-n1cnc2c(c1=O)c1nc3ccccc3nc1n2CCc1ccccc1	0	0	-2%	0%	5	12%	-4	-5	2.2%
Cc1ccc(S(=O)(=O)NC(=O)COc2ccccc2C)c(C)c1	6	0	-3%	-6%	1	-6%	4	2	-2.4%
Cc1c(OCC(=O)N2C[C@H]3C[C@@H](C2)c2cccc(=O)n2C3)ccc2c3c(c(=O)oc12)CCCC3	-2	2	1%	1%	-3	5%	-1	nt	-1.4%
CC1CCN(C2=NN3C(=N)/C(=C\c4ccc(OC(=O)c5ccco5)cc4)C(=O)N=C3S2)CC1	5	0	-1%	-3%	-6	-3%	2	-6	1.9%
O=C(O)c1ccc2c(c1)C(=O)N([C@H](Cc1cccc3ccccc13)C(=O)O)C2=O	-25	5	-3%	3%	-5	nt	nt	nt	-0.3%
COc1cc(S(=O)(=O)N2CCN(c3ccc(F)cc3)CC2)ccc1Cl	-16	3	-3%	0%	4	4%	-1	4	1.4%
COc1cccc(CNC(=O)c2ccc(OC)c(S(=O)(=O)NC3CCCC3)c2)c1	2	2	-2%	-7%	-5	2%	4	-3	15%
CCOc1cccc2cc(-c3cn4c(n3)sc3cc(C)ccc34)c(=O)oc12	13	1	-2%	5%	-2	9%	-9	5	0.9%
CN(c1ccccc1)S(=O)(=O)c1cccc(NC(=O)CCN2C(=O)C3CCCCC3C2=O)c1 (configuration not stated)	-4	0	-3%	-1%	-2	-1%	nt	3	0.7%
CC(=O)c1sc(NC(=O)c2ccc(F)c(F)c2)nc1C	nt	1	3%	1%	-3	1%	-7	-10	29%
CC(C)(C)c1cc(CP(=O)(c2ccccc2)c2ccccc2)cc(C(C)(C)C)c1O	7	4	-3%	-8%	4	-30%	1	-25	-3.4%
COc1ccc(-c2[nH]ncc2CN(C)Cc2cccnc2)c(OC)c1	-5	0	-1%	0%	-3	?	-1	16	-0.1%

Continuation:
SMILES	D1 antagonist	D1 ag	GRP78 ERSR act	Vif-APOBEC3G blk	D1 PAM	Vif-APOBEC3F blk	D2 potentiator	RXFP1 antagonist	RXFP1 agonist
COc1cccc(NC(=O)CSc2nnc(-c3cc(C)[nH]n3)n2N)c1	12	3	-3%	-3%	0	-6%	nt	-1	0.0%
O=C(Nc1ccc(Br)cc1)C1CCN(c2cnccn2)CC1	2&7	4&2	-1%&-2%	0%&7%	-2&0	0%&5%	-15&-11	-2	1.3%&0.3%
COc1ccc(S(=O)(=O)N(Cc2nc(-c3ccc(Cl)cc3)no2)C2CCCCC2)cc1	2	17	-2%	2%	-2	6%	-4	2	-1.4%
O=C(OCC(=O)c1ccc[nH]1)c1ccc(Br)cc1	24	11	9%	4%	13	1%	6	7	-0.7%
CCN(c1ccccc1)S(=O)(=O)c1cc2c(cc1C)NC(=O)CO2	1	2	-3%	1%	-4	2%	7	-6	0.6%
CSc1ccc(C(c2c(C(=O)O)[nH]c3ccccc23)c2c(C(=O)O)[nH]c3ccccc23)cc1	-17	1	-5%	2%	-7	0%	8	0	-1.1%
CCOC(=O)c1c(C)oc2nc(C)nc(NC(C)c3ccccc3)c12 (configuration not stated)	-6	1	0%	-1%	-3	-2%	2	-12	-1.5%
O=C(/C=C/Nc1ccccc1C(=O)O)c1cccs1	4	2	-3%	-1%	5	1%	9	2	1.8%
Cc1nc2cc(-c3cccc(F)c3)nn2c(C)c1CCC(=O)NCCc1ccccc1	-12	10	-8%	1%	-4	-6%	8	nt	-0.5%
Cc1ccc(CNS(=O)(=O)c2cc(C(=O)Nc3ccc(C(C)C)cc3)ccc2F)cc1	-16	4	1%	8%	-1	-23%	-6	-17	0.2%
COCCNC(=S)N(CCN(C)C)Cc1cc2cc3c(cc2[nH]c1=O)OCO3	3	1	-1%	1%	12	-2%	9	8	-2.7%
COc1ccc(C(=O)CSc2ccccc2C(=O)O)cc1	2	0	-9%	1%	4	-8%	-4	6	0.5%
COc1ccc(C(C)(C)C)cc1NC(=O)COC(=O)c1nc2nccc(C)n2n1	-3	2	-1%	0%	-6	0%	nt	-4	3.1%
CCCCc1ccc(-c2csc(/C(C#N)=C/c3ccco3)n2)cc1	-24	13	0%	-11%	-3	-3%	nt	nt	-0.6%
O=S(=O)(Nc1ccccc1)c1ccc(-c2cnc(C3CC3)o2)cc1	-25	8	-3%	?	1	-7%	-5	-2	-1.2%

An excerpt from above in order of count of non-hydrogen atoms, smallest number first:
SMILES	D1 antagonist	D1 ag	GRP78 ERSR act	Vif-APOBEC3G blk	D1 PAM	Vif-APOBEC3F blk	D2 potentiator	RXFP1 antagonist	RXFP1 agonist
O=S(=O)(Nc1ccccc1)c1ccc(-c2cnc(C3CC3)o2)cc1	-25	8	-3%	?	1	-7%	-5	-2	-1.2%
CCOC(=O)c1c(C)oc2nc(C)nc(NC(C)c3ccccc3)c12 (configuration not stated)	-6	1	0%	-1%	-3	-2%	2	-12	-1.5%
CSc1ccc(C(c2c(C(=O)O)[nH]c3ccccc23)c2c(C(=O)O)[nH]c3ccccc23)cc1	-17	1	-5%	2%	-7	0%	8	0	-1.1%
